Assay outcomes (PubChem BioAssay)
ssDAF12 agonist: S. stercoralis DAF-12 nuclear receptor activators, primary screen, cell-based, luminescence, HEK293, GRIP1 co-expression, lit1-tk-luc. HEK293 ssDAF-12/GRIP1 lit1-tk-luc reporter; % of 3 µM dafachronic acid response. 1% of 370,000 active. activation, % at 6.8 µM. Nuclear hormone receptor DAF-12 (Strongyloides stercoralis);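 active means activation above the mean over all tested compounds plus 3 SD, cut at about 0.9% in these data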;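 further: 0% = DMSO-only wells and 100% = 3 µM delta7-dafachronic acid wells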
PG9 binder: binders of HIV-1 gp120 antibody PG9, primary screen, biochemical, TR-FRET. inhibition, % at 6.7 µM. HIV-1 gp120 / PG9 antibody interaction. 0.43% of 360,000 active. TR-FRET gp120-PG9 antibody binding; in the data active means inhibition above about 8.5%
FXN GAA850 act: FXN promoter activators, primary screen, cell-based, luciferase luminescence, HEK293 lucGAA850; HEK293 lucGAA850 FXN promoter luciferase reporter, 24 h; percent of 10 µM SAHA response; activation, % at 6 µM; 0.56% of 360,000 active; AID 540364, 2011;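 active means activation above the average of all compounds screened plus 3 SD, cutoff fixed separately per campaign, cut at about 7.5% in these data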;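 further: 0% = DMSO wells and 100% = 10 µM SAHA wells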
SMARCA2 act: SMARCA2 (BRM) function activators, primary screen, cell-based, luminescence, high throughput; 1% of 370,000 active; activation, % at 9.1 µM; MG213 cells, MMTV-luciferase reporter, dexamethasone, overnight; in the data active means activation above about 7.8%;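 further: 0% = vehicle wells and 100% = reference activator wells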
hgDAF-12 ag: H. glycines DAF-12 receptor agonists, primary screen, cell-based, luminescence, HEK293, GAL4 fusion, UAS-luciferase. AID 687014, 2013. HEK293 GAL4-hgDAF12 UAS-luciferase reporter, agonist luminescence; normalized to butyrate control. Nuclear hormone receptor DAF-12 (Heterodera glycines), GAL4 fusion. activation, % at 6.8 µM. 1.8% of 370,000 active;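 active means activation above a cutoff set at the mean of all screened compounds plus 3 SD, cut at about 10% in these data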;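 further: 0% = DMSO wells and 100% = sodium butyrate wells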
sPLA2-III inh: human group III sPLA2 inhibitors, primary screen, biochemical, QFRET, BODIPY PC-A2 liposome substrate. Group 3 secretory phospholipase A2 (Homo sapiens), Q9NZ20. QFRET BODIPY PC-A2 liposome hydrolysis, fluorescence. inhibition, % at 12.2 µM. 0.56% of 370,000 active;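 active means inhibition above mean plus 3 SD of compounds lying within the high and low control bounds, cut at about 19% in these data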;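 further: 0% = median of test compound wells and 100% = no enzyme DMSO wells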
hcDAF-12 act: H. contortus DAF-12 nuclear receptor activators, primary screen, cell-based, luminescence, HEK293, lit1-tk-luc reporter | HEK293 hcDAF-12 lit1-tk-luc reporter; 0% DMSO, 100% Δ7-dafachronic acid | activation, % at 6.8 µM | 1.4% of 370,000 active | AID 652067, 2013;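 active means activation above the mean of all tested compounds plus 3 SD, cut at about 5.5% in these data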;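 further: 100% = response to 3 µM Δ7-dafachronic acid high control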
DAX1 inh-1: DAX1 (NR0B1) inhibitors, primary screen, cell-based, HEK293, Gal4-DAX1, luciferase luminescence. Nuclear receptor subfamily 0 group B member 1 (Homo sapiens), P51843. HEK293 Gal4-DAX1 luciferase reporter. inhibition, % at 6.75 µM. 0.99% of 340,000 active. AID 504766, 2011;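 active means inhibition above the mean over all tested compounds plus 3 SD, cut at about 4.2% in these data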;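 further: 0% = DAX1-transfected cells with DMSO and 100% = empty-vector control cells with DMSO; inhibition shows as a rise in luminescence from relieved DAX1 repression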
Rev-erbA mod: modulators of Rev-erb alpha DNA binding, primary screen, biochemical, FITC-DNA, fluorescence polarization, uHTS; 0.79% of 370,000 active; activity, % at 10 µM; Rev-erbα–FITC-DNA binding, 90 min; Nuclear receptor subfamily 1 group D member 1 (Homo sapiens), P20393; AID 1259318, 2017;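 active means activity above about 14%, limit read from the data; passing the limit was not always enough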;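 further: 0% = DMSO wells with 35 nM protein and 100% = DMSO wells with 750 nM protein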
PLCb3 inh: human PLC-beta3 inhibitors, primary screen, biochemical, fluorescence; 1-phosphatidylinositol 4,5-bisphosphate phosphodiesterase beta-3 (Homo sapiens), Q01970; Purified PLC-beta3, fluorogenic substrate; inhibition, % at 12.2 µM; 0.18% of 370,000 active; in the data active means inhibition above about 11%;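 further: 0% = median of compound wells on plate and 100% = full blocker control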
Target sequence (Q01970 whole entry, looked up): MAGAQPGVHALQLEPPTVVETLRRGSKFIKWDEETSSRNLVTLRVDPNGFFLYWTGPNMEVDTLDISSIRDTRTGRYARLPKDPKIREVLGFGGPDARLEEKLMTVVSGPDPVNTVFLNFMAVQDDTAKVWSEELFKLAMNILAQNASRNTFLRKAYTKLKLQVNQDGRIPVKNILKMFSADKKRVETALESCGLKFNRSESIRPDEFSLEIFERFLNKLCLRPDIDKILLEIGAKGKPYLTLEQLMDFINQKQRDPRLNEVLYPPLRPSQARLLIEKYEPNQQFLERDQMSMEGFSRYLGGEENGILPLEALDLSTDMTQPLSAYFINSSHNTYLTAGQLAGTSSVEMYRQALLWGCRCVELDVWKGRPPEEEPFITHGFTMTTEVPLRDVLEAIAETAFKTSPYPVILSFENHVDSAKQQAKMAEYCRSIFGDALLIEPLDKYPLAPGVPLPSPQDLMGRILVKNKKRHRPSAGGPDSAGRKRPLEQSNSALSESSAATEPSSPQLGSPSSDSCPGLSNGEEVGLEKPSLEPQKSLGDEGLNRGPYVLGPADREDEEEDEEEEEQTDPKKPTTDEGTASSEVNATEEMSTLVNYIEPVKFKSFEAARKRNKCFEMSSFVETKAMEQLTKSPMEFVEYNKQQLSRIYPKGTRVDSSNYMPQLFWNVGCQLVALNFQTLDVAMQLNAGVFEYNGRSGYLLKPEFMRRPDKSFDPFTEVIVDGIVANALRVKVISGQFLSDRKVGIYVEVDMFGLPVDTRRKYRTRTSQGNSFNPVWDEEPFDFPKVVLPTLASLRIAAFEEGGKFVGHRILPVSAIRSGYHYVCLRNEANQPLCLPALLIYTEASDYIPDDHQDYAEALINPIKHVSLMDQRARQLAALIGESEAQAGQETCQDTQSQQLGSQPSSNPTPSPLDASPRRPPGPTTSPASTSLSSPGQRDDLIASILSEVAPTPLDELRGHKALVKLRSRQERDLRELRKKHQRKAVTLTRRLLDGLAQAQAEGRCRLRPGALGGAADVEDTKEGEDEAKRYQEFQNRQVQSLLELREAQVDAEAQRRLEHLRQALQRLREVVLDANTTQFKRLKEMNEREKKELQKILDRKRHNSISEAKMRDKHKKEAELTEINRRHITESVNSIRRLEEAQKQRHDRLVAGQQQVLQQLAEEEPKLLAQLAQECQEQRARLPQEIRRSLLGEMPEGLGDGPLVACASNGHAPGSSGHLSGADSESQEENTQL
DAX1 inh-2: DAX1 (NR0B1) inhibitors on StAR promoter, primary screen, cell-based, luminescence, SF-1 (NR5A1), full-length DAX-1; 1.1% of 370,000 active; AID 652010, 2013; inhibition, % at 6.8 µM; HEK293T StAR-luciferase reporter, SF-1/DAX-1 repression relief;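 active means inhibition above the mean over all tested compounds plus 3 SD, cut at about 3.6% in these data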;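 further: 0% = DAX-1 cells with DMSO and 100% = cells lacking DAX-1 with DMSO; higher inhibition means more luminescence from relief of DAX-1 repression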
The depositor's hits bear a star; . = not tested or not shown.

SMILES	ssDAF12 agonist	PG9 binder	FXN GAA850 act	SMARCA2 act	hgDAF-12 ag	sPLA2-III inh	hcDAF-12 act	DAX1 inh-1	Rev-erbA mod	PLCb3 inh	DAX1 inh-2
CCN1CCN(c2cc(=O)n(Cc3ccc(F)cc3)c(=O)[nH]2)CC1	-1.0	-0.9	0.4	-2	1.1	2	0.1	1.2	-4	-1	0.1
Cc1ccccc1NC(=O)c1nc[nH]c1C(=O)NCc1ccccc1	-1.6	0.8	-0.2	2	-1.6	-11	-0.4	-0.8	-2	-2	-1.1
O=C(Nc1ncnc2sc3c(c12)CCCC3)c1ccncc1	-1.2	0.5	2.6	1	1.8	-2	-2.0	0.5	-6	3	0.9
O=C1NC(Cc2ccccc2)c2nc3ccc(F)cc3c(=O)n2-c2cc(Cl)ccc21 (configuration not stated)	-0.2	0.7	.	-2	-3.8	-1	0.2	.	0	-19	-0.3
CCOC(=O)c1cc2c(n(-c3ccc(Cl)cc3)c1=O)CCCC2=O	-1.1	-0.5	2.2	0	0.4	-1	0.0	0.5	-1	-3	-0.2
CC(C)(C)C(=O)Cn1c(=N)n(Cc2ccccc2Cl)c2ccccc21	-1.0	2.7	2.7	-4	1.8	-4	-1.7	-0.4	0	2	-0.2
NC(N)=N/N=C/c1ccc(Br)cc1	0.1	-2.4	-2.0	-1	1.5	1	-0.5	3.3	-6	5	-1.7
Cc1sc2nc(CN3CCCC3)nc(N3CCN(S(=O)(=O)c4ccccc4)CC3)c2c1C	-1.0	0.6	-0.7	0	0.2	5	-2.1	0.1	-3	-91	-3.1
Cc1ccc(C(=O)Nc2ncc3c(n2)CC(c2ccco2)CC3=O)cc1 (configuration not stated)	-0.1	1.2	-0.2	1	2.1	0	1.2	-0.8	-2	-18	0.3
Cc1ccc(CC(=O)N2CCOCC2)cc1	-0.8	1.7	-0.3	-3	-0.3	1	0.5	2.8	2	0	0.2
COc1ccc(NC(=O)c2ccc(C)cc2Cl)c([N+](=O)[O-])c1	-0.7	-0.4	1.6	4	5.5	0	-0.1	0.8	-1	-2	0.3
Cn1c(=O)c2c(-c3cccc(Br)c3)c(C#N)c(N)nc2n(C)c1=O	-0.4	0.6	3.1	3	6.7	-3	3.9	1.6	-4	-10	0.5
C[C@H](NC(=O)c1nc[nH]c1C(=O)NCCCCCNC(=O)OC(C)(C)C)c1ccccc1	-1.5	-1.8	-0.9	-2	-4.4	-7	-2.9	-2.2	11	3	-0.6
CC(C)COP(=O)(c1ccc(N(C)C)cc1)C(O)c1cccnc1 (configuration not stated)	-1.3	-0.8	0.4	1	-0.3	18	-1.8	0.9	-1	-5	-0.1
CCN(C(=O)CSc1cccc[n+]1[O-])c1ccccc1	-1.1	-0.1	-0.5	1	-0.5	8	0.7	-0.4	2	-5	-1.7
CC(C)C[C@H](NC(=O)N1CC(=O)Nc2ccccc21)C(=O)N[C@H](Cc1ccccc1)C(=O)O	-1.4	-0.3	0.9	-2	-1.3	-8	-0.7	2.5	1	4	1.4
CCc1cc2cc3c(cc2nc1SCC(=O)Nc1nccs1)OCO3	-0.5	14*	1.5	1	-0.2	0	-0.4	-1.0	225*	-8	0.8
CCCc1nc2sc3c(=O)n(N)cnc3c2c2c1CCCC2	-1.8	-2.7	2.7	1	-1.9	1	-0.7	-0.2	37*	4	0.1
O=C(CSc1ncnc2ccccc12)NCc1ccco1	-0.9	0.3	-0.5	0	2.7	2	-0.9	-1.0	2	1	0.7
O=C(Cc1ccc(S(=O)(=O)N2CCOCC2)s1)N1CCN(S(=O)(=O)c2cccc([N+](=O)[O-])c2)CC1	-0.5	-1.6	3.4	0	-1.4	-38	-1.8	-0.1	2	-8	-0.2
COc1cccc(NC(=O)C(=O)N2CCOCC2)c1	-0.1	0.2	6.7	7	8.0	1	0.1	2.6	5	0	1.4
CP(C)(=O)CCP(=O)(c1ccccc1)c1ccccc1	-0.7	-3.4	0.9	-2	-1.4	19*	-0.1	0.4	5	1	0.3
COc1ccc(S(=O)(=O)N2CCc3ccccc32)cc1[N+](=O)[O-]	-1.1	-3.8	0.6	-3	-4.5	-11	-2.9	-1.5	2	0	-0.7
Cc1cc(Nc2ccccc2F)n2ncnc2n1	-1.3	-1.2	2.3	3	2.6	1	-2.8	-0.2	-4	3	0.8
O=C(Cn1cnc2ccccc21)Nc1ccc(C(=O)O)cc1	-1.8	1.0	1.9	0	0.3	2	-1.1	0.1	5	2	0.2
Additional compounds follow:
SMILES	ssDAF12 agonist	PG9 binder	FXN GAA850 act	SMARCA2 act	hgDAF-12 ag	sPLA2-III inh	hcDAF-12 act	DAX1 inh-1	Rev-erbA mod	PLCb3 inh	DAX1 inh-2
Cc1ccc(-c2nc(CSCC(=O)NCC3CCCO3)c(C)o2)cc1 (configuration not stated)	-0.8	4.7	2.5	3	-1.5	10	-1.1	0.9	10	1	0.0
Cn1c2ccccc2c2nnc(SCC(=O)NC3CCCC3)nc21	-1.1	0.6	0.4	3	-0.2	-3	1.7	0.8	-4	-10	-0.6
Cc1c(OCC(F)(F)F)ccnc1CSc1nc2ccccc2[nH]1	-0.9	1.1	4.7	-1	7.9	-11	-1.0	-1.0	-1	-1	1.1
CCOC(=O)c1ccccc1NC(=O)CSc1nccn1C	-0.8	-1.8	-0.1	2	5.0	3	0.0	-0.3	-4	-4	-0.6
CCN1CCN(c2c(S(=O)(=O)c3ccc(Cl)cc3)cnc3ccccc23)CC1	-1.1	-0.2	.	1	-3.0	10	0.6	.	0	0	-0.6
O=S(=O)(NCc1ccc(Cl)cc1)c1ccc(Cl)nc1	-1.2	-1.1	-3.8	0	-3.7	-6	-1.5	-1.1	4	3	-0.3
COc1ccccc1N(CC(=O)Nc1ccccc1C(=O)NC(C)C)S(C)(=O)=O	-1.0	-0.4	0.7	0	1.6	-2	-1.2	-0.2	5	2	0.6
CNc1ccc([N+](=O)[O-])cc1-c1nc2ccccc2[nH]c1=O	-0.4	-1.8	3.4	-2	5.1	-2	3.3	0.2	-27	-1	-0.2
COc1cccc(C(=O)OCC(=O)Nc2cc(C)c(C)cc2[N+](=O)[O-])c1	-0.9	3.8	0.8	0	-2.6	-1	-0.8	-0.8	-2	-2	0.3
CC(=O)N1CCN(c2ccc(S(=O)(=O)NCCN(C(C)C)C(C)C)cc2[N+](=O)[O-])CC1	-1.1	-0.4	1.6	2	1.1	2	-0.8	-0.3	-2	2	0.3
C[C@H](NC(=O)c1ccccc1Cl)C(=O)OCCOc1cccc(Cl)c1	-1.1	0.0	0.9	-1	1.4	-4	0.6	-0.3	-5	-2	0.0
CCCC(=O)Nc1ccc2c(c1)COC2=O	-1.3	1.0	1.1	-3	-3.2	0	-1.1	-0.1	-3	-6	0.7
O=C1NC(=Nc2cccc(Cl)c2)SC1Cc1cccc(Cl)c1Cl (configuration not stated)	-1.6	-0.5	2.6	-1	-1.3	-12	-1.0	-0.5	3	4	-1.2
N#CC[C@H](c1ccccc1)N1CCN(Cc2ccccc2)CCC1=O	-1.1	-1.6	-0.2	0	-2.0	0	-1.8	-0.4	5	1	0.2
COc1ccc(CN(C)C(=O)CNC(=O)CNC(=O)c2ccc(Cl)cc2Cl)cc1F	-1.1	0.8	-1.1	-1	-0.5	3	-0.3	-0.4	2	-4	-0.3
COc1cc2ccccc2cc1C(=O)NC(=S)Nc1nnn(C)n1	-0.5	-1.4	0.6	-2	-0.1	9	-3.1	1.5	4	-6	0.0
COc1ccc(CNC(=O)c2ccc(Cl)c(S(=O)(=O)N3CCCCCC3)c2)cc1	-1.3	1.2	-0.9	-1	0.9	-4	-1.7	0.6	-3	-1	-1.0
Cc1ccc(S(=O)(=O)N(CC(=O)Nc2ccc(Cl)c([N+](=O)[O-])c2)C2CCCCC2)cc1	-1.6	-3.4	0.3	2	1.1	-19	0.9	0.5	8	7	-0.5
c1ccc(-c2nc(C3CCCCC3)c3ccccc3n2)cc1	-1.0	-3.2	-1.4	2	-0.6	1	0.7	2.9	4	4	0.1
COc1ccc(-c2oc(/N=C/N3CCCC3)c(C#N)c2-c2ccc(OC)cc2)cc1	-1.5	0.6	1.1	0	-1.0	-5	-1.2	-0.8	-5	0	-0.2
Cc1onc(-c2c(Cl)cccc2Cl)c1C(=O)N1CCc2ccccc21	-1.2	-0.9	-1.9	-3	-0.6	6	-1.8	-1.6	-3	0	-0.9
NC(=O)C1(c2ccccc2)CCC(=O)N1c1ccccc1 (configuration not stated)	-1.1	2.7	-1.7	-5	-1.6	15	0.6	2.5	0	5	-0.1
CCc1ccc(OCCNC(=O)c2ccco2)cc1	-0.1	-1.4	2.6	0	2.0	-2	-0.6	0.6	2	-7	2.1
COc1ccc2c(=O)c(-c3ccccc3)coc2c1	-0.3	0.3	2.8	4	21*	3	6.8*	1.8	-1	6	6.2*
O=C(O)c1ccc2c(=O)n3c(nc2c1)/C(=C/c1cccc(Cl)c1Cl)CCCC3	-1.0	-2.2	0.5	-2	0.3	-9	-1.6	-0.5	-4	5	2.0
Cc1csc(=O)n1CC(=O)OCC(=O)NNC(=O)c1ccc([N+](=O)[O-])cc1	-0.9	2.1	2.3	-1	-1.2	7	0.2	-0.3	-2	-9	1.5
COCCN(C(=O)CSc1nnc(C)n1Cc1ccccc1)c1c(N)n(CC(C)C)c(=O)[nH]c1=O	-0.3	-0.6	-0.1	-3	-2.3	1	-2.0	-0.2	-2	-3	0.7
N#Cc1cc2c(=O)n3ccccc3nc2n(CCCn2ccnc2)c1=N	-1.5	1.1	-1.0	6	0.1	5	-0.6	0.8	-1	-279	-0.2
Cn1c(=O)c2nc(SCc3ccccc3)n(C)c2n(C)c1=O	-0.8	-1.4	2.8	-5	-2.8	12	-0.7	-1.3	-2	0	-1.4
O=C(CNC(=O)/C=C/c1ccco1)N=Nc1c(O)[nH]c2ccccc12	0.3	-2.4	0.7	-1	-1.1	-6	0.2	1.1	-29	-8	-0.2

In a second layout: two of the compounds above.
Values run as follows: ssDAF12 agonist	PG9 binder	FXN GAA850 act	SMARCA2 act	hgDAF-12 ag	sPLA2-III inh	hcDAF-12 act	DAX1 inh-1	Rev-erbA mod	PLCb3 inh	DAX1 inh-2
COc1cccc(C(=O)OCC(=O)Nc2cc(C)c(C)cc2[N+](=O)[O-])c1
    -0.9	3.8	0.8	0	-2.6	-1	-0.8	-0.8	-2	-2	0.3
CC(=O)N1CCN(c2ccc(S(=O)(=O)NCCN(C(C)C)C(C)C)cc2[N+](=O)[O-])CC1
    -1.1	-0.4	1.6	2	1.1	2	-0.8	-0.3	-2	2	0.3
